High-throughput results from PubChem BioAssay.
BRCA1 expr act – qHTS Assay to Identify Small Molecule Activators of BRCA1 Expression. MCF7-BRCA1-FFLuc reporter, luminescence, 48 h; response scale: scaled: vehicle 0%, 10 µM genistein 100%. Potency, µM (highest dose often 46.1 µM), for the others: top-dose activation, usual class: activators. hit rate 1.1% among 380,000. AID 624202, 2012; further: potency means the concentration at half of the fitted maximal effect; nearly all actives have a fitted effect of over 80% in size; some results filed as inactive show a strong effect at the top dose
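MCF7-BRCA1-FFLuc, 2000 cells/well; 2 h attach, 37 °C/5% CO2; compound 48 h; luciferase substrate 15 min; luminescence end-point. Norm. to genistein 10 microM max activation and DMSO; concentration-response curves fitted.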
uPA generation – qHTS for Inhibitors of Cell Surface uPA Generation | cell surface uPA generation assay, qHTS | Potency, µM (highest dose often 38.3 µM), for inactives: at the top dose activity change, negative = inhibition, most hits filed as inhibitors | hit rate 0.31% among 330,000; active means well fitted inhibition curve with a large enough effect; inconclusive means small, poorly fitted or top-dose-only effect; inactive means no such curve, though single readings can be large or run the other way; tested in mouse RAW 264.7 cells; further: potency means the concentration at half of the fitted maximal effect; on the % scale 0 is the no-effect control and ±100 the full control effect; nearly all actives have a fitted effect of over 55% in size
USP2a inh – qHTS Assay for Inhibitors of Ubiquitin-specific Protease USP2a Using CHOP2 as the Reporter; AID 463254, 2010; hit rate 0.01% among 330,000; Ubiquitin carboxyl-terminal hydrolase 2 (Homo sapiens), O75604; USP2 core, Ub-CHOP2 coupled fluorogenic reporter, 485/531; Potency, µM (doses to about 38.3 µM), for the others: at the top dose activity change, negative = inhibition, most hits filed as inhibitors;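 further: potency means the concentration at half of the fitted maximal effect; plate controls were DMSO wells for no effect and full inhibition by NEM control for full effect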
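USP2 core (10nM final) preincubated 30min RT with compound in 20mM Tris-HCl pH 8.0, 2mM CaCl2, 2mM beta-mercaptoethanol, 0.05% CHAPS; 25nM Ub-CHOP2 plus 25nM reporter substrate added, fluorescence (Ex485/Em531) read after 60min.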
Eya2 inh – qHTS Assay for Inhibitors of the Phosphatase Activity of Eya2; AID 488837, 2010; Potency, µM (titrated, usually from 76.9 µM), for the others: at the highest dose activity, negative = inhibition, most hits filed as inhibitors; recombinant Eya2, OMFP fluorescence dephosphorylation (OMFP is methylfluorescein phosphate); hit rate 0.006% among 330,000; further: potency means the concentration at half of the fitted maximal effect; on the % scale 0 is the no-effect control and ±100 the full control effect
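Eya2 (0.2 uM) preincubated 10 min at ambient with compound, then OMFP substrate added at 50 uM; 10 min reaction in 50 mM HEPES pH 7.5, 50 mM NaCl, 5 uM MgCl2, 0.05% BSA, 1 mM DTT. Fluorescence read at Ex 485/Em 525 nm.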
B2AR arrestin – qHTS assay of beta-arrestin-biased ligands of beta2-adrenergic receptor | Potency, µM (titrated, usually from 46.1 µM), without a hit: at the highest dose activation, most hits filed as activators | Beta-2 adrenergic receptor (Homo sapiens), P07550 | beta-arrestin recruitment to beta2AR, cell-based reporter | hit rate 0.02% among 330,000;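 further: potency means the concentration at half of the fitted maximal effect; 0% = DMSO controls and full agonism = EC100 isoproterenol or metaproterenol; nearly all actives have a fitted effect of over 65% in size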
TRPV1 ag – HTS Assay for Compounds that Act as Agonists of the Vanilloid Receptor 1; Transient receptor potential cation channel subfamily V member 1 (Homo sapiens), Q8NER1; TRPV1-expressing cells, Fluo-8 calcium influx, agonist mode; activation, % at 8.33 µM; hit rate 0.19% among 320,000; AID 540275, 2011; in the data active means activation above about 80%; inconclusive means between about 30% and that limit; further: 0% is about no effect
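Cells expressing TRPV1 were dye-loaded with Fluo-8 and read kinetically: 10 s baseline, 3 min after compound (agonist portion), then 2 min after EC20 capsaicin (allosteric enhancer portion). Calcium-bound dye fluorescence at 480/520 nm.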
ELG1 genotoxic – qHTS screen for small molecules that induce genotoxicity in human embryonic kidney (HEK293T) cells expressing luciferase-tagged ELG1. HEK293T ELG1-luciferase reporter, luminescence, 16 h. Potency, µM (top dose mostly 46 µM), inactives show at the top dose activity change, positive = activation, hits mostly activators. hit rate 1.3% among 330,000. AID 504466, 2011; further: potency means the concentration at half of the fitted maximal effect; % of control where 0% means no effect; nearly all actives have a fitted effect of over 60% in size
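DMSO vehicle served as control against compound-treated ELG1-luciferase HEK293T cells; exposure lasted 16 hr at 37 °C and 5% CO2, followed by ONE-Glo luminescence detection after 30 min.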
p53 reactivation – qHTS assay for re-activators of p53 using a Luc reporter | H1299 p53-A138V BP100-luciferase reporter, luminescence, 24 h | Potency, µM (series often up to 92.2 µM), for inactives: top-dose activity change, positive = activation, usual class: activators | hit rate 0.063% among 320,000 | AID 504706, 2011; further: potency means the concentration at half of the fitted maximal effect; % of control where 0% means no effect; nearly all actives have a fitted effect of over 45% in size
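p53-null H1299 cells stably carrying temperature-sensitive p53-A138V and a BP100-luciferase reporter were pinned with compounds (4-point, 1:5 series) and held 24 hrs at 37 deg C. Luminescence was read 10 min after detection reagent.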
PTAP TSG101 blk – qHTS Assay for Iinhibitors of HIV-1 Budding by Blocking the Interaction of PTAP/TSG101; Tumor susceptibility gene 101 protein (Homo sapiens), Q99816; Fluorescence polarization, FITC-PTAP peptide / Tsg101 binding; Potency, µM (doses to about 115 µM), for inactives: at the highest dose activity change, negative = inhibition, hits mostly inhibitors; 340,000 tested, under 10 active; AID 493005, 2010; active means well fitted inhibition curve with a large enough effect in the main read-out, with a control signal flat, not every such curve was filed as active; inconclusive means small, poorly fitted or top-dose-only effect, or effect the other way, or a change in a side signal; inactive means no such curve, though single readings can be large or run the other way; further: potency means the concentration at half of the fitted maximal effect; % of control where 0% means no effect
Target sequence (Q99816 whole entry, looked up): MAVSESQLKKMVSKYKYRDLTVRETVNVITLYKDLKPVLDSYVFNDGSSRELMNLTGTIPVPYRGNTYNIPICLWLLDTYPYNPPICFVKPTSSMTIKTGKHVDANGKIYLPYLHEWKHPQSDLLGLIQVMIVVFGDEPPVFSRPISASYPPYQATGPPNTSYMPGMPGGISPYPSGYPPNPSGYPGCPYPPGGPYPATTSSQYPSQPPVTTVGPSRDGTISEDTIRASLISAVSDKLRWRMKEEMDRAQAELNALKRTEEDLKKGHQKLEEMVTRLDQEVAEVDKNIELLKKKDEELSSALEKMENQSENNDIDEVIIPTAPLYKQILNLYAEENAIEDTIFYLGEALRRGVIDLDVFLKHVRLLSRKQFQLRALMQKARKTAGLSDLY
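Steps: Tsg101 binding domain dispensed (10 uM final), compounds pinned in DMSO, FITC-labeled PTAP-motif peptide added (50 nM final); after 20 min binding at room temperature, polarization measured.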
S-ASM inh – Inhibitors of Secretory Acid Sphingomyelinase (S-ASM): qHTS. Sphingomyelin phosphodiesterase (Homo sapiens), P17405. placental ASM, HMU-PC fluorogenic substrate, 60 min. Potency, µM (top dose mostly 57.5 µM), for the others: top-dose activity change, negative = inhibition, actives largely listed as inhibitors. hit rate 0.006% among 340,000. AID 504937, 2011; further: potency means the concentration at half of the fitted maximal effect
Target sequence (P17405 47-631 limits assumed): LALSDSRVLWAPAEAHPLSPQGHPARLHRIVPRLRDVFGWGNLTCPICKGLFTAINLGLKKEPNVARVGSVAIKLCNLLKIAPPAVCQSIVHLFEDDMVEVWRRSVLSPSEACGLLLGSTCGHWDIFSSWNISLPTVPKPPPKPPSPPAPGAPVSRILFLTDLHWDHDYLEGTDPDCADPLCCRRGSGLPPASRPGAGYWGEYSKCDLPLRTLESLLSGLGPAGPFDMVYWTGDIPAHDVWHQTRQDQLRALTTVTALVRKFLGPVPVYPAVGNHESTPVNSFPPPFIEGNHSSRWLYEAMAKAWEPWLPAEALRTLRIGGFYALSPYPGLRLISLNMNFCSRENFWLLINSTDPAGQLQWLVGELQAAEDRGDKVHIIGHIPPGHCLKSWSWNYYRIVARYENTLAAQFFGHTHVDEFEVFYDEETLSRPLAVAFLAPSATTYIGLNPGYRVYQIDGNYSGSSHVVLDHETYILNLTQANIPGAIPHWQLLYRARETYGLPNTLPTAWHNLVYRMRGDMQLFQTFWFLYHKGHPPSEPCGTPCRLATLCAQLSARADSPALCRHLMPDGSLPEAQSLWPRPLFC
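Human placenta-derived ASM enzyme was preincubated with compound for 10 minutes at room temperature, then given fluorogenic substrate HMU-PC0 (9 uM final) for 60 minutes at 37 °C; a pH 10 stop preceded fluorescence reading at Ex 386/Em 447 nm.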
a7 integrin act – qHTS for Activators of Integrin-Mediated Alleviation for Muscular Dystrophy. alpha7betagal myoblasts, beta-gal FDG fluorescence, 48 h. Potency, µM (highest dose often 38.3 µM), without a hit: top-dose activation, actives largely listed as activators. hit rate 0.064% among 350,000. AID 624291, 2012;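 further: potency means the concentration at half of the fitted maximal effect; 100% = response of the positive control SU9516; nearly all actives have a fitted effect of over 60% in size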
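Alpha7betagal+/- myoblasts (passage 13) were plated 16-24 hr, then exposed to compounds (1:260 dilution of DMSO stock) for 48 hours at 37C. After MPER lysis, β-galactosidase reporter activity was read as FDG fluorescence (ex 480/em 540) after 30 minutes.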
The depositor's hits bear a star; ? = inconclusive; . = not tested or not shown; [ ] = remark or other dose. Unless noted, the call rests on the fitted dose curve; in most records, active means well fitted curve in the direction sought with a large enough effect; inconclusive means small, poorly fitted or top-dose-only effect, or another doubt; inactive means no such curve, though single readings can be large; an effect the other way counts as inactive or inconclusive.

structure,BRCA1 expr act,uPA generation,USP2a inh,Eya2 inh,B2AR arrestin,TRPV1 ag,ELG1 genotoxic,p53 reactivation,PTAP TSG101 blk,S-ASM inh,a7 integrin act
O=C(CCN1CCN(c2ccccc2)CC1)NNC(=S)Nc1ccccc1Cl,19%,3%,-1%,-3%,0.5%,-1,-5%,-1%,0%,-1%,-27%
CC[N+]1(CC)CC2=Cc3c(ccc4ccccc34)C(C)C2C1 (configuration not stated),-9%,-3%,1%,-11%,-1.0%,0,-22%,-4%,-3%,1%,11%
Cc1cc2cc3c(cc2nc1SCC(=O)N1CCN(C(=O)c2ccco2)CC1)OCO3,-4%,0%,2%,-2%,-0.6%,9,-3%,-3%,-7%,-5%,6%
CN(/N=C/c1ccncc1)c1cnc2ccccc2n1,19%,-10%,2%,-11%,-0.1%,18,2%,17%,-3%,73%[activator],-17%
O=C(Nc1cccnc1)C1CCCN(S(=O)(=O)c2cccc3nsnc23)C1 (configuration not stated),-14%,2%,-4%,-9%,-0.1%,3,-8%,1%,-6%,3%,1%
O=C(NCC1CCCO1)c1cc(-c2ccc(F)cc2)no1 (configuration not stated),1%,?,-1%,7%,0.1%,18,?,?,-3%,6%,-2%
O=C(CN1CCC2(CC1)OCCO2)c1c[nH]c2ccccc12,9%,-8%,-1%,-5%,-0.1%,-1,0%,8%,-4%,4%,-5%
COc1ccc(CN(C)C(C)C(=O)N(C)CC(=O)Nc2ccc(C)cc2)cc1F (configuration not stated),-1%,-11%,5%,-8%,-0.3%,4,-4%,-5%,-2%,2%,-26%
COc1ccc2cc3c(N)c(C(=O)NCc4ccco4)sc3nc2c1,5.6µM*,-4%,9%,-21%,0.1%,2,15%,-4%,-7%,-4%,-20%
COC(=O)c1ccc(CN2C(=O)c3ccccc3C2=O)cc1,-32%,1%,1%,-8%,-0.4%,3,-2%,-13%,-3%,-1%,-3%
CC(C)(C)C1CCCCC1NC(=O)c1ccncc1 (configuration not stated),23%,3%,2%,-13%,0.3%,0,-8%,14%,-3%,3%,42%
CC(=O)N1CC(C)Sc2ccc(S(=O)(=O)NCCc3ccccc3)cc21 (configuration not stated),30%,-1%,-4%,1%,0.8%,?,1%,14%,-2%,-5%,?
CSCc1ccc(C(=O)NCC(c2cccs2)N2CCOCC2)cc1 (configuration not stated),-11%,-3%,3%,6%,-0.4%,6,-2%,0%,-1%,6%,-19%
COc1cc2c(cc1NC(=O)CN(C)Cc1ccc(OC)c(OC)c1)oc1ccccc12,-53%,?,2%,-8%,-0.9%,2,-12%,1%,-3%,-14%,-2%
CN(C)c1ccc(/C=C2/C=C(c3ccc4c(c3)CCCC4)OC2=O)cc1,3%,1%,0%,4%,-0.1%,-2,0%,2%,0%,-4%,17%
CCCNC(=O)C(Sc1ccccc1)c1ccccc1 (configuration not stated),-6%,-2%,0%,1%,-0.3%,11,-2%,1%,-1%,1%,-15%
O=C(Cc1ccc(Cl)cc1)SCc1ccccc1,1%,8%,-1%,1%,0.3%,3,0%,2%,3%,0%,4%
O=C(CN1C(=O)S/C(=C\c2cccc(Cl)c2)C1=O)NC1C=CS(=O)(=O)C1 (configuration not stated),7%,-13%,2%,-10%,0.0%,5,9%,2%,1%,-1%,24%
CC(C)C(NC(=O)c1ccccc1)C(=O)OCC(=O)N1CCCC1 (configuration not stated),-2%,10%,2%,3%,-0.2%,-7,-3%,8%,-2%,6%,-14%
CC(=O)Nc1cccc(OCc2c(F)cccc2Cl)c1,7%,-5%,-1%,15%,0.3%,?,5%,-4%,1%,-1%,4%
O=C(OCCN=C1NS(=O)(=O)c2ccccc21)c1cccc([N+](=O)[O-])c1,-9%,1%,-2%,15%,-0.1%,-2,0%,-8%,-8%,-2%,11%
CC(C)C[C@H](NC(=O)N1c2ccccc2NC(=O)[C@@H]1C(C)C)C(=O)N1CCC[C@@H]1C(=O)O,-3%,-10%,2%,8%,-1.1%,-4,-2%,3%,-1%,2%,-8%
CC(=O)c1ccc(N2CCN(C(=O)c3cccs3)CC2)c(F)c1,65%,-11%,1%,0%,-0.2%,30,-9%,.,1%,1%,-1%
O=C(O)CNC(=O)c1ccc2c(c1)OCCO2,12%,5%,2%,12%,-0.3%,-2,3%,0%,-7%,1%,-17%
Cc1ccc(S(=O)(=O)N[C@H](C(=O)N2CCC(C(=O)N[C@@H](CCC(N)=O)C(=O)O)CC2)C(C)C)cc1,6%,2%,1%,-7%,0.2%,2,0%,5%,-6%,-2%,17%
CCOC(=O)Cn1nc(C)c(NC(=O)COc2cccc(Cl)c2)c1C,-11%,-1%,6%,8%,0.0%,-1,-6%,-2%,2%,0%,10%
COC(=O)N/N=C/c1sc(N2CCCCC2)nc1-c1cccs1,-8%,3%,-2%,-24%,0.5%,1,-2%,-11%,-4%,33%[activator],-14%
Fc1ccc(CNc2nc(-c3cccnc3)nc3ccccc23)cc1,-57%,5%,-8%,-3%,-0.6%,29,1%,-6%,0%,-5%,-42%
Cc1ccc(S(=O)(=O)N(C)c2ccc(C(=O)NCc3cccnc3)cc2)cc1,-18%,0%,0%,5%,0.5%,16,0%,-5%,-2%,4%,-5%
O=C(Nc1nccs1)c1ccc(-c2ccccc2[N+](=O)[O-])o1,3.5µM*,-5%,-1%,14%,-0.4%,30,?,15%,-5%,-11%,26%
O=C(COc1ccc(Br)cc1)NCCO,17%,-1%,0%,3%,-0.5%,2,0%,15%,-2%,-4%,24%
COc1cc(C)cc(C(=O)O)c1C1=C(O)c2cccc(O)c2C(=O)C1=O,0%,7%,1%,15%,-0.3%,-4,-2%,-2%,-3%,-1%,2%
COc1ccc(C(=O)NCc2nnc(SCC(=O)N3CCCC3)o2)cc1OC,-13%,8%,0%,3%,-1.1%,-1,3%,-1%,-2%,0%,1%
O=C(c1ccncc1)N1CCN(S(=O)(=O)c2cc(C(F)(F)F)cc(C(F)(F)F)c2)CC1,6%,14%,-3%,7%,-0.9%,2,-16%,-4%,1%,.,17%
CCn1c(N2CCN(S(=O)(=O)c3ccc(F)cc3)CC2)nc2ccccc21,-23%,2%,-1%,-11%,-0.3%,1,-15%,-2%,-2%,3%,-1%
CN(CC(=O)Nc1ccc(F)cc1)C(=O)COC(=O)c1ccc(=O)n(Cc2ccccc2)n1,-4%,11%,1%,1%,0.2%,-1,-3%,1%,1%,-1%,14%
O=C(CCN1C(=O)c2ccccc2C1=O)NCc1ccco1,-7%,2%,1%,-2%,0.3%,0,0%,-3%,-7%,-2%,15%
CCn1c(C)csc1=NC(=O)c1ccccc1,0%,-2%,0%,-14%,0.3%,?,7%,?,0%,-3%,-2%
Cn1c(=O)c2c(nc3n2CCS3)n(C)c1=O,-1%,4%,3%,12%,-0.1%,3,-7%,9%,-4%,0%,-1%

Complete entries, quoted from the list. Screens in order: BRCA1 expr act, uPA generation, USP2a inh, Eya2 inh, B2AR arrestin, TRPV1 ag, ELG1 genotoxic, p53 reactivation, PTAP TSG101 blk, S-ASM inh, a7 integrin act
CC(=O)Nc1cccc(OCc2c(F)cccc2Cl)c1 as listed: 7%, -5%, -1%, 15%, 0.3%, ?, 5%, -4%, 1%, -1%, 4%
O=C(OCCN=C1NS(=O)(=O)c2ccccc21)c1cccc([N+](=O)[O-])c1 as listed: -9%, 1%, -2%, 15%, -0.1%, -2, 0%, -8%, -8%, -2%, 11%
